Screens as filed in PubChem.
ERAP1 inh – blocks human ERAP1 aminopeptidase activity; actives 0.15% (n = 340,000); recombinant ERAP1, Leu-AMC fluorescence, 60 min; inhibition, % at 10.7 µM;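 active = mean replicate inhibition of at least 30%, or all replicates individually reaching that 30% level; inactive = mean below 30% and not every replicate reaching it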;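 note: 0% = neutral control wells and 100% = L-leucinethiol positive control wells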
Target sequence (Q9NZ08 whole entry, looked up): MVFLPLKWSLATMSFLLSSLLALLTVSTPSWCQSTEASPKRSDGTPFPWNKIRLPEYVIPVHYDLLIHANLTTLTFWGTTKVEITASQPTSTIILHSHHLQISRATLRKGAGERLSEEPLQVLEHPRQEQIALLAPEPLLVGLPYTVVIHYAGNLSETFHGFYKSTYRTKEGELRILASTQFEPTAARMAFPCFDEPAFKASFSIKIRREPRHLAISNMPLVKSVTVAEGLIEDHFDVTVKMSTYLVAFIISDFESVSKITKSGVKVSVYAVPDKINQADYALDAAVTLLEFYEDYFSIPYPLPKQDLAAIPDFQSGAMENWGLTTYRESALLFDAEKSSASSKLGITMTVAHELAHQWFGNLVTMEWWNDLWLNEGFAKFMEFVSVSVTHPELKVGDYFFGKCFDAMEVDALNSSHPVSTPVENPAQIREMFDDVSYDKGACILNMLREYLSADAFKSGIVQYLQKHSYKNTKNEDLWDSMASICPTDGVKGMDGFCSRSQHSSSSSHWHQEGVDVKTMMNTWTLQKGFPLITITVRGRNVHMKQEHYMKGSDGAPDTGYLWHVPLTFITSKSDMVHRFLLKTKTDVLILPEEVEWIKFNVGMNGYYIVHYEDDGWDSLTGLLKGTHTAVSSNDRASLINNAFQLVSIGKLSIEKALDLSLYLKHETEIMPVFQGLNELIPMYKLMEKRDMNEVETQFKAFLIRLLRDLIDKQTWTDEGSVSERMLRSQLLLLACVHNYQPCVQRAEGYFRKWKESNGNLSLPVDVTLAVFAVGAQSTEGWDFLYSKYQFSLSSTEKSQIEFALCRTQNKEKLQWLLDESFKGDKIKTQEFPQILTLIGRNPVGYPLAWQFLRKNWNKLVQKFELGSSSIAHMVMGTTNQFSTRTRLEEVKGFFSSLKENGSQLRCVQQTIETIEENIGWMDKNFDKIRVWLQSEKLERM
Xi reactivation – activators of X-chromosome reactivation in mouse fibroblasts. XiGFP mouse fibroblasts, % GFP-positive cells imaging, 3 d; cells co-treated with 5-aza-dC sensitizer; scaled so ellipticine positive control = 100%. activation, % at 7.58 µM. actives 0.055% (n = 360,000). AID 743238;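 active = mean normalized replicate activation at least 10% and every replicate at or above 10%; inconclusive = only one of the two criteria met; inactive = mean below 10% and not all replicates reach 10%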;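 note: 0% = median of on-plate neutral control wells and 100% = ellipticine 6 µM median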
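Material: SV40-immortalized XiGFP fibroblast cells, line 68-5-11 | Buffer or medium: DMEM containing 5-aza-dC | Dosing: One concentration, pinned | Times: 3 d treatment, 15 min room-temperature fixation | Controls: Ellipticine 6 µM positive control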
RAD52 anneal inh – RAD52 (human) annealing inhibition; P43351; recombinant RAD52 DNA annealing, FRET fluorescence; inhibition, % at 18.7 µM; actives 0.46% (n = 360,000); AID 651710;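 active = every replicate showing at least 50% inhibition; inconclusive = mean inhibition at least 50% but not in every replicate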
INS-1E GSIS act – primary screen for activators of insulin secretion dependent on glucose, INS-1E cells, GLuc reporter luminescence | INS-1E GLuc reporter insulin secretion, 2-3 h | activation, % at 16.6 µM | actives 0.61% (n = 370,000);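 active = lowest replicate activation of at least 40%, so every replicate reaches that level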;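 note: 0% = median of neutral control wells and 100% = median of IBMX positive control wells; some compounds called inactive have numbers as strong as hits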
F508del corr – correctors of CFTR F508del function in bronchial epithelial cells; CFBE cells, YFP halide quenching; stimulated with forskolin plus potentiator P3; % fluorescence drop versus neutral controls; activity (quench increase), % at 7.58 µM; actives 0.36% (n = 350,000); AID 720511;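 active = mean added fluorescence quench of at least 8% versus neutral control, with both replicates also reaching 8%; inconclusive = only one of the mean or replicate conditions met; inactive = mean below 8% and not both replicates reaching 8%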;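 note: cells transiently co-express mutant CFTR-F508del with the halide-sensitive YFP; corrector assay measuring rescue of mutant channel to the surface after 24 h compound exposure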
esBAF inh – inhibitors of esBAF chromatin remodeling in mouse ES cells. reporter increase, % at 12.5 µM. Bmi1-luciferase knock-in reporter, 24 h; 100% = twice the neutral-well signal. actives 2% (n = 350,000); in the data active = activation above about 40%; inconclusive = no clear call, values can overlap the other calls;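 note: 0% = median of the plate's neutral control wells and 100% = double that signal; a rise in the Bmi1 reporter signal indicates esBAF inhibition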
ARNT-TACC3 inh – disrupts binding between human ARNT and TACC3. AID 623870. AlphaScreen His-ARNT PAS-B/GST-TACC3 binding, luminescence; TACC3 fragment carries E629A point mutation. actives 0.66% (n = 390,000). inhibition, % at 9.99 µM;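 active = mean inhibition of replicates at least 50% and at least half of replicates each reaching 50%; inconclusive = half or more replicates reach 50% but mean below 50%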;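 note: 0% = complete ARNT plus TACC3 wells and 100% = ARNT alone without TACC3; many hits fall short of the cut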
RAD54 branch – inhibitors of human RAD54 branch migration; Q92698; RAD54 Holliday junction branch migration, FAM/BHQ fluorescence; inhibition, % at 10.4 µM; actives 0.14% (n = 360,000); AID 602329;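 active = mean normalized replicate activity at least 40 and at least half of replicates scoring 40 or more; inconclusive = only one of the two criteria met; inactive = mean below 40 and under half of replicates reaching 40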;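 note: 0% = median of neutral control wells and 100% = median of positive control wells; inhibitors cause a drop in the FAM fluorescence signal; in these data hits start at about 50%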
* marks the source's active call; other numbers are inactive results; ? = inconclusive; / = no result given; & = joins results of further samples.

[1] Cc1noc(C)c1NC(=O)N(C)C[C@@H]1Oc2c(NC(=O)Nc3cccc4ccccc34)cccc2C(=O)N([C@H](C)CO)C[C@@H]1C
[2] O=C(O)CCC(=O)Nc1sc2c(c1C(=O)Nc1cccc3ccccc13)CCCCC2
[3] CCCCC(=O)Nc1nnc(-c2ccco2)o1
[4] CCOC(=O)c1ccc(N=c2sc(C(=O)OC)cc(=O)n2C2CC2)cc1
[5] CCOC(=O)Cn1c(CN2CCc3ccccc3C2)nc2c1c(=O)n(C)c(=O)n2C
[6] COc1ccc(CN2CCN(C(=O)Cn3ncn4cccc4c3=O)CC2)c(OC)c1OC
[7] COc1ccc(S(=O)(=O)N2CCOC2CNC(=O)C(=O)NCCCN2CCCC2=O)cc1OC (centres undefined)
[8] COc1ccc(C(=O)OCC(=O)N2CCN(S(=O)(=O)c3ccc(C)cc3)CC2)cc1[N+](=O)[O-]
[9] COc1ccc(NC(=O)CN(C)C(=O)CCSc2ccc(F)cc2)cc1
[10] O=C(C[C@@H]1CC[C@@H]2[C@H](COC[C@H](O)CN2C(=O)c2ccc3c(c2)OCO3)O1)NC1Cc2ccccc2C1
entry no.	1	2	3	4	5	6	7	8	9	10
ERAP1 inh	-1	/	1	/	4	-1	-1	3	-1	0
Xi reactivation	0.4	-0.1	0.3	/	-0.1	0.4	0.2	0.7	0.2	-0.1
RAD52 anneal inh	12	/	1	/	-17	-29	-15	-12	-6	-12
INS-1E GSIS act	-7	13	4	23	/	3	38	-8	-27	6
F508del corr	-1.3	/	1.5	/	2.5	-0.7	1.2	4.0	-2.9	-1.7
esBAF inh	2	10	/	5	-11	4	-4	-4	-1	6
ARNT-TACC3 inh	1	12	15	1	-2	/	/	9	-3	-2
RAD54 branch	-3	-2	/	-1	-5	-6	10	6	-10	2

[11] O=C(NN1CCOCC1)NC12CC3CC(CC(C3)C1)C2
[12] OC1(c2ccc(Br)cc2)CCN(Cc2cccc(Br)c2)CC1
[13] CCn1c(C(=O)N2CCC(C(=O)NCc3ccc(OC)cc3)CC2)cc2sccc21
[14] Cc1cc(F)cc(-c2cc(C(=O)NCc3ccccc3)[nH]n2)c1
[15] O=C(c1cc(-c2ccncc2)nc2ccc(Cl)cc12)N1CCN(C(=O)C2CCCO2)CC1 (centres undefined)
[16] COc1ccc(C(C(=O)NCC2CCCO2)N(C(=O)CNC(=O)c2ccco2)c2cc(C)ccc2C)cc1OC (centres undefined)
[17] Cc1cccc(S(=O)(=O)N(C)C[C@@H]2OCc3ccccc3-c3ccccc3C(=O)N([C@H](C)CO)C[C@@H]2C)c1
[18] O=C1C=C(c2cccnc2)CCC1
[19] CCCC(=O)N1CCCC1(C)C(=O)Nc1cc(OC)c(OC)c(OC)c1 (centres undefined)
[20] O=C(COC(=O)c1cc[n+]([O-])cc1)Nc1ccc([N+](=O)[O-])cc1
entry no.	11	12	13	14	15	16	17	18	19	20
ERAP1 inh	/	-1	1	2	/	1	0	/	2	5
Xi reactivation	0.0	0.0	0.0	0.1	/	0.0	-0.4	0.2	0.3	0.0
RAD52 anneal inh	-7	-9	-19	-6	/	-11	-2	/	-9	-13
INS-1E GSIS act	2	-14	/	-10	7	5	-6	-2	-2	2
F508del corr	0.7	-3.5	1.6	0.6	/	3.0	-3.8	2.0	2.7	0.3
esBAF inh	/	-1	-11	13	-12	1	4	-8	-1	/
ARNT-TACC3 inh	-4	3	-3	/	5	-11	2	-4	/	-15
RAD54 branch	/	-10	-5	1	10	-3	-3	2	4	/

8 entries from above, reformatted:
Results follow in this order: ERAP1 inh	Xi reactivation	RAD52 anneal inh	INS-1E GSIS act	F508del corr	esBAF inh	ARNT-TACC3 inh	RAD54 branch
13) CCn1c(C(=O)N2CCC(C(=O)NCc3ccc(OC)cc3)CC2)cc2sccc21
    1	0.0	-19	/	1.6	-11	-3	-5
14) Cc1cc(F)cc(-c2cc(C(=O)NCc3ccccc3)[nH]n2)c1
    2	0.1	-6	-10	0.6	13	/	1
15) O=C(c1cc(-c2ccncc2)nc2ccc(Cl)cc12)N1CCN(C(=O)C2CCCO2)CC1 (centres undefined)
    /	/	/	7	/	-12	5	10
16) COc1ccc(C(C(=O)NCC2CCCO2)N(C(=O)CNC(=O)c2ccco2)c2cc(C)ccc2C)cc1OC (centres undefined)
    1	0.0	-11	5	3.0	1	-11	-3
17) Cc1cccc(S(=O)(=O)N(C)C[C@@H]2OCc3ccccc3-c3ccccc3C(=O)N([C@H](C)CO)C[C@@H]2C)c1
    0	-0.4	-2	-6	-3.8	4	2	-3
18) O=C1C=C(c2cccnc2)CCC1
    /	0.2	/	-2	2.0	-8	-4	2
19) CCCC(=O)N1CCCC1(C)C(=O)Nc1cc(OC)c(OC)c(OC)c1 (centres undefined)
    2	0.3	-9	-2	2.7	-1	/	4
20) O=C(COC(=O)c1cc[n+]([O-])cc1)Nc1ccc([N+](=O)[O-])cc1
    5	0.0	-13	2	0.3	/	-15	/

(continued)
[21] CCN(CC(=O)Nc1ccc(NC(C)=O)cc1)C(=O)C1CCCN(C(=O)c2ccc(Cl)cc2)C1 (centres undefined)
[22] COc1ccc(NC(=O)COC(=O)CCNS(=O)(=O)c2ccccc2)cc1OC
[23] CCOC(=O)c1ccc(NC(=O)CSc2nc(N3CCOCC3)nc(N3CCOCC3)n2)cc1
[24] COc1ccccc1C(=O)COC(=O)CN1C(=O)c2ccccc2C1=O
[25] COc1ccc(C2CC(=O)C(c3ccc(Br)cc3)=CN2Cc2ccccc2)cc1 (centres undefined)
[26] N#C/C(=C\c1ccc(-c2ccccc2[N+](=O)[O-])o1)C(=O)N1CCOCC1
[27] O=C(NC1CCSC1=O)c1ccc(Cl)cc1 (centres undefined)
[28] C/C=C/c1ccc([C@@H]2[C@@H](CO)N(C(C)=O)[C@H]2CN(CCC)C(C)=O)cc1
[29] Cc1ccc(CN2CCCNC2=O)cc1
[30] Cc1ccc(N2CC(C(=O)Nc3nccs3)CC2=O)cc1Cl (centres undefined)
entry no.	21	22	23	24	25	26	27	28	29	30
ERAP1 inh	-4	2	5	-7	-1	-4	1	/	/	/
Xi reactivation	0.0	0.0	0.1	-0.1	-0.1	0.1	/	1.1	/	/
RAD52 anneal inh	15	-15	-10	4	-7	-20	-12	2	/	/
INS-1E GSIS act	-5	-5	-1	/	-8	8	1	9	12	-3
F508del corr	-2.0	0.3	-0.5	-1.7	3.2	0.5	1.5	1.7&-2.4	/	/
esBAF inh	-3	-5	3	-12	/	/	/	1&1	-3	9
ARNT-TACC3 inh	/	22	-9	-5	/	1	4	-11&-5	-3	5
RAD54 branch	/	3	-4	-2	/	/	/	-5&-4	-4	4

[31] COc1cc2c(cc1OC)C1(C)N(CC2)C(C(C)=O)=NN1c1ccc(Cl)cc1 (centres undefined)
[32] COc1ccccc1N1C(=O)C2C(C(=O)c3ccccc3)=NN(c3ccc(Br)cc3)C2C1=O (centres undefined)
[33] O=C1CCCC2(O)C1C(c1cccc(Br)c1)NC(=O)N2Cc1ccccc1 (centres undefined)
[34] CCCCNC(=O)C1C2C=CC(C2)C1C(=O)O (centres undefined)
[35] COc1cccc(NC(=O)C2C3C=CC4(O3)C2C(=O)N(CCCN2CCCC(C)C2)C4C(=O)NC2CCCCC2C)c1 (centres undefined)
[36] CCn1cc([N+](=O)[O-])c(C(=O)N2CCCc3ccccc32)n1
[37] Cc1noc(C)c1NC(=O)N[C@@H]1C=C[C@@H](CC(=O)Nc2ccccc2)O[C@@H]1CO
[38] Cc1ccc(S(=O)(=O)N(C)C[C@@H]2Oc3ccc(NS(=O)(=O)c4ccccc4)cc3C(=O)N([C@@H](C)CO)C[C@H]2C)cc1
[39] CC(C)(C)c1csc(NC(=O)c2cccnc2Cl)n1
[40] COc1cccc(CN2CC3(CN(C(=O)Nc4c(C)noc4C)C3)c3c([nH]c4cc(OC)ccc34)[C@@H]2CO)c1
entry no.	31	32	33	34	35	36	37	38	39	40
ERAP1 inh	-2	-3	-1	3	-5	2	-1	-1	/	-5
Xi reactivation	0.3	1.2	0.1	0.3	0.0	-0.1	-0.4	0.1	-0.1	0.3
RAD52 anneal inh	-2	-266	-9	-11	-3	-4	3	3	-15	-34
INS-1E GSIS act	-9	6	9	10	-8	0	2	-10	-3	19
F508del corr	1.1	1.0	2.3	/	-0.2	-2.8	-0.3	-2.1	0.9	1.9
esBAF inh	/	8	/	/	-2	-5	-3	2	/	/
ARNT-TACC3 inh	/	/	8	-5	-2	/	9	2	2	/
RAD54 branch	-3	-10	/	/	2	-7	7	-8	/	/

[41] CCOC(=O)c1c(NC(=S)NCc2ccccc2)sc2c1CCN(C(=O)OCC)C2
[42] Cc1cc(Nc2cccc([N+](=O)[O-])c2)c2cccc(C)c2n1
[43] COc1ccccc1-c1nc2ccccc2c(=O)n1O
[44] C[C@H](CO)N1C[C@H](C)[C@H](CN(C)S(=O)(=O)c2cccs2)Oc2ccc(NC(=O)CCCCCC(=O)Nc3ccccc3N)cc2C1=O
[45] O=C(O)c1ccccc1C(=O)NNc1ccc(Cl)cc1Cl
[46] COC(=O)c1cc(Nc2cc(C)c3ccc(O)cc3n2)cc(C(=O)OC)c1
[47] CC1CC(C)CN(C(=O)COC(=O)c2ccc(Cl)nc2)C1 (centres undefined)
[48] O=C(NCCc1ccccc1)C(=O)NC1CCCCC1
[49] O=C(Cn1cnc([N+](=O)[O-])n1)N/N=C/c1cc(Cl)ccc1O
entry no.	41	42	43	44	45	46	47	48	49
ERAP1 inh	/	/	3	3	-3	1	-1	0	1
Xi reactivation	0.2	0.0	0.1	0.4	0.0	1.2	0.2	/	0.0
RAD52 anneal inh	-31	27	-2	4	3	-13	-8	16	-12
INS-1E GSIS act	-1	-3	-3	17	0	17	11	0	1
F508del corr	0.3	5.5	1.5	2.2	1.6	-5.3	-0.4	-0.7	1.6
esBAF inh	-4	/	-1	-2	/	0	/	?	/
ARNT-TACC3 inh	-4	-1	-11	-11	/	-9	6	3	58*
RAD54 branch	-9	47	-5	-4	/	-9	-2	13	/
